Screening data (PubChem BioAssay)
RAD52 anneal inh = inhibitors of human RAD52 DNA annealing | P43351 | recombinant RAD52 DNA annealing, FRET fluorescence | inhibition, % at 18.7 µM | actives 0.46% (n = 360,000);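 active = every replicate showing at least 50% inhibition; inconclusive = mean inhibition at least 50% but not in every replicate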
Target sequence (P43351 whole entry, looked up): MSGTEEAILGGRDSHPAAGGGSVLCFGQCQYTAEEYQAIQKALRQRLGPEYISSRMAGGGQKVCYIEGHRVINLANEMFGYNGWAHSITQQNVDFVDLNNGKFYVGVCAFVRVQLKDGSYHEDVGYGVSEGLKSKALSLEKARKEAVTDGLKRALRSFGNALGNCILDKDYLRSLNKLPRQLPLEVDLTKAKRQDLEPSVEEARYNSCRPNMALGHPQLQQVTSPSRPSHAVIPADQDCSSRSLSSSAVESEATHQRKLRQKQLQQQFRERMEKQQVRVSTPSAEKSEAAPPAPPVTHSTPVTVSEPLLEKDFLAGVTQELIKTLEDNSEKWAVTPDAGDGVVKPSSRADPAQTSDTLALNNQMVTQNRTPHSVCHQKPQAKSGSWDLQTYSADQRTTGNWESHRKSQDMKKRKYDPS
CASP6 VEID inh = inhibitors of human caspase-6. P55212. inhibition, % at 12.5 µM. AID 686996. purified caspase-6, Z-VEID-R110 cleavage fluorescence. actives 0.53% (n = 350,000);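 active = mean inhibition across replicates at least about 35%, with every replicate also reaching that limit, limit read from the data; inconclusive = only one of the two criteria met; inactive = neither criterion met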;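 note: 0% = median of neutral control wells and 100% = no fluorescence left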
RAD54 branch = RAD54 (human) branch migration inhibition | Q92698 | RAD54 Holliday junction branch migration, FAM/BHQ fluorescence | inhibition, % at 10.4 µM | actives 0.14% (n = 360,000) | AID 602329;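 active = mean normalized replicate activity at least 40 and at least half of replicates scoring 40 or more; inconclusive = only one of the two criteria met; inactive = mean below 40 and under half of replicates reaching 40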;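 note: 0% = median of neutral control wells and 100% = median of positive control wells; inhibitors cause a drop in the FAM fluorescence signal; in these data hits start at about 50%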
F508del corr = correctors of CFTR F508del function in bronchial epithelial cells. CFBE cells, YFP halide quenching; stimulated with forskolin plus potentiator P3; % fluorescence drop versus neutral controls. activity (quench increase), % at 7.58 µM. actives 0.36% (n = 350,000). AID 720511;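 active = mean added fluorescence quench of at least 8% versus neutral control, with both replicates also reaching 8%; inconclusive = only one of the mean or replicate conditions met; inactive = mean below 8% and not both replicates reaching 8%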;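 note: cells transiently co-express mutant CFTR-F508del with the halide-sensitive YFP; corrector assay measuring rescue of mutant channel to the surface after 24 h compound exposure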
E-sel inducer = induces E-selectin expression in human endothelial cells. P16581. HUVEC E-selectin immunofluorescence imaging; normalized: neutral wells 0, TNF-alpha wells 100. activation, % at 7.58 µM. actives 0.37% (n = 260,000). AID 686992;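 active = mean E-selectin-positive cell signal at least 10% of the positive control, reached in at least 60% of replicates, without over 20% cell loss; inconclusive = no rule given, readout overlaps actives, possibly toxicity-flagged; inactive = the rest, including those meeting only one limit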;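 note: in these data hits start at about 27%; measured in HUVEC primary endothelial cells; signal is the percent of cells scored E-selectin positive by PE staining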
Target sequence (P16581 whole entry, looked up): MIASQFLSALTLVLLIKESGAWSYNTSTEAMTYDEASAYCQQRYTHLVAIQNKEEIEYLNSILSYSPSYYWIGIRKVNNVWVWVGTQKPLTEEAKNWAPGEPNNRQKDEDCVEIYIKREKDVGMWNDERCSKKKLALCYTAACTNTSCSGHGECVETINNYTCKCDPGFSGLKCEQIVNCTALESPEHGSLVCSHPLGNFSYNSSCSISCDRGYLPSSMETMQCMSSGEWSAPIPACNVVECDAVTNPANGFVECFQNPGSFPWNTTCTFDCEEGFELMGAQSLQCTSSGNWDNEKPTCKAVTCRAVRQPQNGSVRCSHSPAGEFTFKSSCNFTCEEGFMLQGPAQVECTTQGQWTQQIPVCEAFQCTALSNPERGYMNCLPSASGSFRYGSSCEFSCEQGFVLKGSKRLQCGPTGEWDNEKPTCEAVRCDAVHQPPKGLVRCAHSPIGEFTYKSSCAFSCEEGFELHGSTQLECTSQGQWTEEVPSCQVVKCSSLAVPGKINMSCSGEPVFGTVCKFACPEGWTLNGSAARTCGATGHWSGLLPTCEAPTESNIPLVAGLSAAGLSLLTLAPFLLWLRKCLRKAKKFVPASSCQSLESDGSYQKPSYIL
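Material: HUVEC primary endothelial cells; Amount: 3,000 cells per well; Dosing: single concentration; Medium: EGM-2 growth medium on 0.1% gelatin-coated wells; Read-out basis: percent E-selectin-positive cells; Signal: immunofluorescence imaging; Control set: TNF-alpha, DMSO.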
INS-1E GSIS act = primary screen for activators of insulin secretion dependent on glucose, INS-1E cells, GLuc reporter luminescence; INS-1E GLuc reporter insulin secretion, 2-3 h; activation, % at 16.6 µM; actives 0.61% (n = 370,000); AID 743287;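 active = lowest replicate activation of at least 40%, so every replicate reaches that level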;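 note: 0% = median of neutral control wells and 100% = median of IBMX positive control wells; some compounds called inactive have numbers as strong as hits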
XiGFP reactiv = activators of X-chromosome reactivation in mouse fibroblasts; XiGFP mouse fibroblasts, % GFP-positive cells imaging, 3 d; cells co-treated with 5-aza-dC sensitizer; scaled so ellipticine positive control = 100%; activation, % at 7.58 µM; actives 0.055% (n = 360,000);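 active = mean normalized replicate activation at least 10% and every replicate at or above 10%; inconclusive = only one of the two criteria met; inactive = mean below 10% and not all replicates reach 10%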;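 note: 0% = median of on-plate neutral control wells and 100% = ellipticine 6 µM median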
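Assay system – SV40-immortalized XiGFP fibroblast cells, line 68-5-11 · Buffer or medium – DMEM supplemented with 5-aza-dC as sensitizing agent · Dosing – one concentration, pinned · Benchmarks – positive control ellipticine, 6 µM final · Times – 3 days compound exposure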
DENV2 CPE = DENV2-induced cell death inhibition; CPE inhibition, % at 9.99 µM; DENV2-infected cells, cytopathic effect rescue, plate reader; AID 651640; actives 1.7% (n = 350,000); in the data active = CPE inhibition above about 20%, passing the limit was not always enough; inconclusive = no clear call, values can overlap the other calls; tested in BHK-21 cells;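 note: 0% = median of neutral control wells and 100% = median of positive control wells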
* = called active by the depositor; ? = inconclusive; / = not tested or not shown; & = joins results of further samples.

SMILES	RAD52 anneal inh	CASP6 VEID inh	RAD54 branch	F508del corr	E-sel inducer	INS-1E GSIS act	XiGFP reactiv	DENV2 CPE
C[C@H]1CN([C@@H](C)CO)C(=O)c2cc(NS(=O)(=O)c3ccc(Cl)cc3)ccc2O[C@@H]1CN(C)Cc1ccc(C(=O)Nc2ccccc2N)cc1	-21	-2	2	0.4	0.5	-16	-0.6	5
Nc1ccc(/C=C/c2ccc3ncccc3c2)cc1	-12	0	/	-1.2	/	26	0.0	4
CCC(C)N=C1Sc2nc3ccc(C)cc3cc2CN1CCOC (configuration not stated)	-10	1	/	2.8	/	4	0.0	2
COc1ccc(NC(=O)N(C)C[C@H]2Oc3ccc(NS(=O)(=O)c4ccccc4)cc3C(=O)N([C@@H](C)CO)C[C@@H]2C)cc1	1	2	2	-0.4	/	2	0.1	6
C#CCNC(=O)C1=C[C@H](c2cn(C(C)=O)c3ccccc23)C[C@H](OCc2ccc(CO)cc2)O1	-44&-81	-2	-10&5	-0.7&-1.0	1.0	-2	0.0	-10&4
CC(C)C#Cc1ccc([C@H]2[C@@H](CO)N(C(=O)C3CC3)[C@H]2C#N)cc1	13	-1	4	0.1	-0.1	0	0.1	13
COc1ccc(N(CC(=O)NCC2CCCO2)S(=O)(=O)c2ccccc2)cc1OC (configuration not stated)	-9	-3	4	-1.4	0.0	2	0.1	5
CC(OC(=O)c1oc2ccccc2c1CSC1CCCCC1)C(=O)NC(N)=O (configuration not stated)	/	/	-7	/	1.2	11	-0.1	/
Oc1ccccc1-n1c(-c2ccccc2)ccc1-c1ccccc1	0	1	9	4.5	-0.4	7	-0.1	10
O=C(CCc1ccc(O)c(O)c1)NNC(=S)Nc1ccc(Br)cc1Cl	-7	28	-4	-0.6	/	-5	0.0	2
COc1ccccc1C(=O)NCCC(=O)N(C)Cc1cccs1	-5	-45	-3	-0.3	0.3	9	0.0	-4
C/C(=N\NC(=S)Nc1ccc(F)cc1)c1ccc2c(c1)OCCO2	-12	-1	3	1.5	2.9	9	-0.1	0
O=C(COc1c(Cl)cccc1Cl)NN1C(=O)CSC1=S	-332	3	-3	-1.5	/	-31	0.0	-1
C[C@H](CO)N1C[C@H](C)[C@@H](CN(C)Cc2ccc3c(c2)OCO3)OCCCC[C@H](C)Oc2ccc(NS(=O)(=O)c3cccs3)cc2C1=O	/	/	-2	-0.5	0.1	2	0.1	-6
CNC[C@@H]1Oc2c(NC(=O)c3ccncc3)cccc2C(=O)N([C@H](C)CO)C[C@H]1C	-6	2	3	0.7	0.1	8	-1.2	1
COc1ccc(NC(C)C(=O)N/N=C/c2cc(Br)ccc2OC)cc1 (configuration not stated)	-5	3	16	1.6	/	2	0.2	0
Fc1ccccc1CNC(=S)NC1CCCCC1	-23	0	1	-1.5	0.2	-36	0.1	7
NC(=O)CNCCC(c1ccccc1)c1ccccc1	-12	1	-4	-0.8	-2.0	/	0.2	3
CC(C)(C)c1ccc(C(=O)NCCC(=O)NNC(=O)COc2ccc(F)cc2)cc1	-7	-1	-1	-0.3	-0.3	23	-0.1	1
Cn1c(=O)c2c(nc(CN3CCN(C(=O)c4ccco4)CC3)n2Cc2ccccc2F)n(C)c1=O	-17	0	-9	-1.8	/	/	0.3	-2
O=C(Nc1ccccc1)C(Cc1ccccc1)c1ccccc1 (configuration not stated)	8	1	0	2.2	0.4	/	0.3	16
Cc1cccc(NC(=O)COC(=O)CN2C(=O)c3ccccc3C2=O)c1C	-7	16	-1	1.0	0.8	/	0.0	-8
CC(C)CC#Cc1ccc2c(c1)O[C@@H](CN(C)Cc1ccccn1)[C@H](C)CN([C@H](C)CO)S2(=O)=O	15	-2	-5	/	0.3	-17	-0.4	0
Cc1ccc(N=Cc2c(O)c3ccccc3oc2=O)c(C)c1	10	4	-5	-4.5	0.4	/	0.1	2
C/C=C/c1ccc([C@@H]2[C@@H](CO)N(C(C)=O)C23CN(C(=O)NC2CCCC2)C3)cc1	-5	2	/	2.7	0.2	6	0.2	9
COC(=O)[C@H]1[C@H](CO)[C@H]2Cn3c(ccc(C4=CCCCC4)c3=O)[C@H]2N1C(=O)c1ccccc1F	-2	-3	10	-1.5	0.2	-7	0.1	1
Cc1ccc(SCCC(=O)NCc2ccccn2)cc1	-9	3	-1	3.3	0.2	-6	0.0	0
COc1ccc(NC(=O)N(C)C[C@@H]2OCCCC[C@@H](C)Oc3ccc(NC(=O)CCCN(C)C)cc3C(=O)N([C@H](C)CO)C[C@@H]2C)cc1	-10	-1	-2	-1.0	0.0	9	-1.1	1
CCOC(=O)C1=C(CC)Nc2ccccc2N=C1NC(=O)c1ccc(OC)c(S(=O)(=O)N2CCCCC2C)c1 (configuration not stated)	-30	/	/	-0.1	-2.1	-27	0.5	/
O=C(O)CCC(=O)Nc1ccc(C(=O)OCC(=O)c2ccc(Cl)cc2Cl)cc1	-16	2	/	0.6	/	-1	0.0	0
O=C(NCc1ccccc1Cl)c1cnc2n(c1=O)CCS2	-2	-1	-3	2.2	0.0	0	0.1	-3
CC(C)Nc1nc(-c2ccncc2)nc(-c2ccccc2)c1C#N	-16	-6	3	-0.3	1.5	-4	0.0	2
O=C(C=NNc1ccccc1)c1ccccc1	-2	12	0	-1.3	-0.1	-12	0.0	-9
CCNCc1nc2cc(Cl)ccc2c(=O)[nH]1	-9	0	/	1.5	/	0	0.0	13
CC(C)(C)NC(=O)C(c1cccs1)N(Cc1ccc(F)cc1)C(=O)c1csnn1 (configuration not stated)	-6	4	/	-3.6	-0.2	-25	0.0	4
Cc1ccc(NC(=O)CCN2C(=O)NC(C)(C)C2=O)cc1F	-6	-1	-5	3.8	0.1	11	-0.1	-4
O=C(NCCN1CCOCC1)c1cc(-c2ccc(Cl)cc2)on1	7	-2	0	-2.2	/	3	/	2
CC(OC(=O)C1CCN(S(=O)(=O)c2ccc(Cl)cc2)CC1)C(=O)NC1CCCCC1C (configuration not stated)	-6	3	5	-0.5	/	-22	0.2	0
C[C@@H]1CN([C@@H](C)CO)C(=O)Cc2cc(N(C)C)ccc2O[C@H]1CN(C)Cc1ccc(C(=O)Nc2ccccc2N)cc1	19	2	-7	7.9	0.6	14	0.2	-8
COc1ccc(N2CCN(C(=O)COCC(=O)O)CC2)cc1	0	-1	2	1.9	-1.1	-5	0.2	11
C[C@H](CO)N1C[C@H](C)[C@H](CN(C)Cc2ccc(-c3ccccc3)cc2)Oc2ccc(NC(=O)CCCN(C)C)cc2CC1=O	53*	4	2	-2.7	/	-5	-1.2	-2
O=C(Nc1cc(Cl)ccc1-n1cncn1)c1ccco1	-10	-2	6	-0.1	0.0	1	-0.2	3
CC1CCCCC1NC(=O)c1ccc(S(=O)(=O)NNC(=O)c2ccncc2)cc1 (configuration not stated)	-17	0	-5	-1.6	-0.3	15	0.1	11
CN(C)CCN(C(=O)c1cccs1)c1nc2cc3c(cc2s1)OCCO3	28	-1	31	1.8	/	17	-0.1	14
O=C(CSc1ccc2nnc(CCNC(=O)c3ccc(F)cc3)n2n1)NCc1ccco1	-6	8	-11	0.3	/	19	0.0	-2
CC1Cc2cc(/C=C3/SC(N4CCC(C(N)=O)CC4)=NC3=O)ccc2O1 (configuration not stated)	11	1	2	1.8	0.1	/	0.0	16
COc1cc(NS(=O)(=O)c2ccc(NC(=S)NC(=O)c3sc4cc(F)ccc4c3Cl)cc2)nc(OC)n1	-41	7	9	2.6	/	6	0.0	6
COc1ccc2c3c(n(C)c2c1)[C@H](CO)N(C)CC31CN(C(=O)CN2CCOCC2)C1	7	-1	/	-0.7	0.0	11	0.3	?
Cc1cccc(N2CCN(C(=O)Cn3cccc3)CC2)c1C	-21	-1	-2	4.6	/	/	0.0	4
NC(=S)N/N=C/c1ccccc1	/	/	/	-2.1	-0.7	7	0.4	/

The listing continues:
SMILES	RAD52 anneal inh	CASP6 VEID inh	RAD54 branch	F508del corr	E-sel inducer	INS-1E GSIS act	XiGFP reactiv	DENV2 CPE
COc1cccc(S(=O)(=O)N(C)C[C@@H]2Oc3ncc(-c4cc5ccccc5o4)cc3C(=O)N([C@H](C)CO)C[C@@H]2C)c1	5	3	1	1.0	0.3	13	0.2	-9
CCN1C(=NCc2ccc(OC)cc2)N[C@@H](c2ccccc2)[C@H](C(=O)OC)[C@H]1C	-6	1	-2	0.3	/	3	0.2	4
C[C@H]1CN([C@@H](C)CO)C(=O)c2cccc(NC(=O)c3nc4ccccc4s3)c2O[C@@H]1CN(C)S(=O)(=O)c1ccc(Cl)cc1	-4	2	3	1.6	-3.7	-2	0.0	-9
CCCCC#Cc1cncc(C(=O)NN)c1	-11	-9	/	0.4	/	/	0.2	-4
O=C(NCc1ccc(F)cc1)c1cc(C2CCCCN2C(=O)c2ccc3c(c2)CCO3)on1 (configuration not stated)	-22	0	-15	-0.9	0.0	-41	-0.1	1
O=C(Cc1ccccc1)N[C@@H]1CC[C@@H](CC(=O)N2CCCCC2)O[C@H]1CO	-1	2	2	3.2	-0.3	1	0.0	0
O=C(Oc1c(-c2ccccc2)c(=O)n2c3c(cccc13)CC2)c1ccccc1	-9	-1	4	0.3	0.2	4	0.1	?
CN1CCN(c2ccc(NC(=O)c3cccs3)cc2)CC1	7	-4	14	1.9	/	-3	0.0	10
S=C(Nc1cccnc1)N1CCc2ccccc21	-10	1	4	2.2	0.2	2	-0.1	7
C[C@H]1CN([C@@H](C)CO)C(=O)Cc2cc(NC(=O)NC3CCCCC3)ccc2O[C@H]1CN(C)C(=O)Nc1ccc(F)cc1	7	2	-2	-1.5	0.0	2	0.0	-4
COc1ccc(S(=O)(=O)Nc2ccc3c(c2)C(=O)N([C@@H](C)CO)C[C@H](C)[C@H](CN(C)S(=O)(=O)c2c(C)noc2C)O3)cc1	-7	-2	-4	0.7	0.1	8	0.3	-9
O=C(CSc1nc2[nH]ncc2c(=O)[nH]1)Nc1ccccc1F	7	3	/	-1.0	/	-2	0.0	-1
COc1ccccc1Nc1nc(NCc2ccco2)nc(N)c1[N+](=O)[O-]	-11	-2	-1	-5.1	0.1	-8	0.2	-5
CCCc1cc(=O)oc2cc(O[C@@H]3O[C@H](CO)[C@@H](O)[C@H](O)[C@H]3O)ccc12	-13	1	4	2.0	-0.1	15	0.0	-2
COc1cc(C)ccc1N(CCCN1C(=O)c2cccc3cccc(c23)C1=O)C(=O)c1cccs1	/	/	-1	/	-0.1	-27	-0.2	/
CCCCNC(=O)N(c1c(N)n(Cc2ccccc2)c(=O)[nH]c1=O)C1CCCC1	5	2	/	/	/	-5	0.3	11
COc1ccc(CCNC(=O)c2cc(S(=O)(=O)N3CCc4ccccc43)ccc2F)cc1OC	-7	-4	-11	-1.9	-0.3	-28	0.0	-7
O=C(O)C1CCCCC1C(=O)NCc1ccccn1 (configuration not stated)	-12	-4	/	-3.6	/	-4	0.1	/
CCC(Oc1ccccc1)C(=O)NC1C(=O)N2C1SC(C)(C)C2C(=O)O (configuration not stated)	-10	-2	/	1.7	-8.5	8	0.0	-3
